Nrf2 inh = inhibitors of Nrf2 signaling. A549 ARE-Fluc reporter, luciferase luminescence, 18-24 h. Potency, µM (highest dose often 46 µM), without a hit: top-dose activity change, negative = inhibition, actives largely listed as inhibitors. hit rate 2.1% among 360,000; note: potency is the fitted concentration of half-maximal effect; % is set by controls: 0 for no effect and ±100 for the full control effect; nearly all actives have a fitted effect of over 60% in size
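A549 ARE_Fluc cells (5000/well, 5% FBS OPTI-MEM) pre-incubated 2 h, then treated with compounds 18-24 h at 37C/5% CO2 in concentration-response. CellTiter-Fluor viability read first; BugLite luciferase luminescence after 15 min at room temperature gives Nrf2 activity.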
A549 tox = counter-screen for Nrf2 inhibitors: cytotoxicity in A549 cells; A549 ARE-Fluc cells, CellTiter-Fluor viability, 18-24 h; Potency, µM (titrated, usually from 46 µM), inactives show at the highest dose activity change, negative = cytotoxicity, usual class: inhibitors; hit rate 0.16% among 390,000; AID 504648; note: potency is the fitted concentration of half-maximal effect; % is set by controls: 0 for no effect and ±100 for the full control effect
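A549 ARE-Fluc cells in 5% FBS OPTI-MEM, 5000 cells/well, rested 2 h then exposed to compounds in concentration-response for 18-24 h at 37 °C. Viability by CellTiter-Fluor fluorescence (Ex 405/Em 525) after 30 min; luciferase luminescence (BugLite, 15 min, RT) read afterwards.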
EPAC2 agonist = activates human EPAC2 exchange factor. Q8WZA2. EPAC2 activation, biochemical qHTS; response scale: 100% = 6.5 mM cAMP response. Potency, µM (series often up to 154 µM), without a hit: top-dose activation, hits mostly activators. hit rate 0.079% among 360,000. AID 720711; note: potency is the fitted concentration of half-maximal effect; nearly all actives have a fitted effect of over 50% in size
Target sequence (Q8WZA2 whole entry, looked up): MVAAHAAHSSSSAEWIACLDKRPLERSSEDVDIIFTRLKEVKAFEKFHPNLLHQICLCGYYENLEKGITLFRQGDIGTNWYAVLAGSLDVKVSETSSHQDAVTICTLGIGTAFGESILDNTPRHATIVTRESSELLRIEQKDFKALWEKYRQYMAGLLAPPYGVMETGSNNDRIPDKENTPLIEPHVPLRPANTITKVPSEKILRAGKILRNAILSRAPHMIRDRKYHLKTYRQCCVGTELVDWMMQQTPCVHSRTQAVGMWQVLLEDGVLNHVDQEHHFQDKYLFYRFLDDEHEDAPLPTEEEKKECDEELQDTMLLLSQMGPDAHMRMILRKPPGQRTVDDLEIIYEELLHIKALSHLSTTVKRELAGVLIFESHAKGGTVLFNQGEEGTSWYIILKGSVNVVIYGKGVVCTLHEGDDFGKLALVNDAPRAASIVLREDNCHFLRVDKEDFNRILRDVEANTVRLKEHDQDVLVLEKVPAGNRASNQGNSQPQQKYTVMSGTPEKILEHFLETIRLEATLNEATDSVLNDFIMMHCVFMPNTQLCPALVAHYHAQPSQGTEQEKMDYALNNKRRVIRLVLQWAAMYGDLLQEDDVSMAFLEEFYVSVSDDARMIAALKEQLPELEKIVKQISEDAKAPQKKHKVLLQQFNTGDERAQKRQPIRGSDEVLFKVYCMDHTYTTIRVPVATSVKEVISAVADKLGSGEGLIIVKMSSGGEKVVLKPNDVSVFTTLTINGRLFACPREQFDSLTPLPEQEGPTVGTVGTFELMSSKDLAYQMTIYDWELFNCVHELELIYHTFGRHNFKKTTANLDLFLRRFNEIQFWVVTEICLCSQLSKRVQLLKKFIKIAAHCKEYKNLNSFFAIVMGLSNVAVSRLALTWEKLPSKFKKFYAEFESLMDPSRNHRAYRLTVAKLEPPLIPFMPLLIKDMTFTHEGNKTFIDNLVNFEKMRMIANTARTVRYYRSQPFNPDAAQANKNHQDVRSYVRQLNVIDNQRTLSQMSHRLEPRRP
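Readout is BODIPY fluorescence (480 nm excitation, 540 nm emission), which falls as labeled GDP is exchanged off Rap1B. EPAC2 at 100 nM acted on 250 nM RAP1B-BODIPY-GDP with 50 uM GDP present.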
Akt phos inh = Akt phosphorylation inhibition. Neuro2A IGF-stimulated pAkt S473 HTRF, 20 min; stronger effect = lower value. activity change, % for hits at 50 µM. hit rate 0.32% among 360,000. AID 651550; in the data active = activity change below about -80%; inconclusive = mostly about -51% to -80%; note: % is set by controls: 0 for no effect and ±100 for the full control effect
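Neuro2A cells in DMEM with 0.5% FBS, overnight at 37 deg C, given compound at single 50 µM final, then IGF (6 nM final) for 20 min at 37 deg C. Lysed; phospho-Akt Ser473 by HTRF after 24 h, 665/615 ratio.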
Mm-Cpn inhibitor = blocks the Methanococcus maripaludis chaperonin Mm-Cpn; Potency, µM (doses to about 76.9 µM), without a hit: at the highest dose activity, negative = inhibition, most hits filed as inhibitors; purified Mm-Cpn ATPase, ADP Transcreener TR-FRET; hit rate 0.031% among 330,000; AID 504842; note: potency is the fitted concentration of half-maximal effect; % is set by controls: 0 for no effect and ±100 for the full control effect; nearly all actives have a fitted effect of over 80% in size
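ATPase read-out: TR-FRET ADP immunoassay (anti-ADP Eu cryptate vs ADP-d2), ex 320 nm, em 590/665 nm; signal drops as ADP forms. Enzyme 25 nM, ATP 10 uM, 30 min at 37°C after 10 min compound preincubation.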
Nrf2 activator = activates Nrf2 signaling; AREc32 ARE-luciferase reporter (MCF7-derived line), luminescence, 24 h; Potency, µM (highest dose often 46.1 µM), without a hit: at the top dose activation, most hits filed as activators; hit rate 0.31% among 410,000; AID 624171; note: potency is the fitted concentration of half-maximal effect; % of control where 0% means no effect; nearly all actives have a fitted effect of over 65% in size
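Luminescent ARE reporter assay in AREc32_Fluc cells: overnight plating at 37 deg C, 24 hr compound incubation, Steady-Glo added, 30 min RT before reading.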
EPAC2 antagonist = antagonists of human EPAC2. Q8WZA2. EPAC2 GEF exchange of Rap1B-BODIPY-GDP, fluorescence. Potency, µM (doses to about 114 µM), inactives show at the highest dose activity, negative = inhibition, most hits filed as inhibitors. hit rate 0.18% among 360,000. AID 720708; note: potency is the fitted concentration of half-maximal effect; % is set by controls: 0 for no effect and ±100 for the full control effect; nearly all actives have a fitted effect of over 45% in size; many of its hits are not listed in these tables
TGFb SMAD3 inh = blocks TGF-b signaling; HepG2 CAGA-GFP TGF-b/SMAD3 reporter, GFP fluorescence, 18 h; TGF-beta stimulated, 500 pg/mL final; hit rate 1.2% among 410,000; Potency, µM (doses to about 46.1 µM), for inactives: at the top dose activity, negative = inhibition, hits mostly inhibitors; note: potency is the fitted concentration of half-maximal effect; % is set by controls: 0 for no effect and ±100 for the full control effect; nearly all actives have a fitted effect of over 65% in size
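Cell-based qHTS in HEPG2 carrying a CAGA-GFP Smad reporter; compounds added before 500 pg/mL final TGF-beta, 18 h incubation at 37 degrees C, GFP fluorescence quantified per cell by imaging cytometry.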
CCT modulator = cytosolic chaperonin activity modulation. activity change, % (test concentration not listed), hits read low. hit rate 0.3% among 360,000. purified chaperonin ATPase assay, HTRF ADP detection, 30 min; in the data active = activity change below about -30%; note: % is set by controls: 0 for no effect and ±100 for the full control effect
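TRiC (40 or 20 nM final, by batch activity) in 30 mM Tris pH 7.4, 100 mM KCl, 5 mM MgCl2, 1 mM DTT was treated with compound at 76 uM single dose, then 10 uM ATP, 30 min at 37 °C. ADP was read by HTRF Transcreener.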
The depositor's hits bear a star; i = inactive; ? = inconclusive; / = not tested or not shown; [ ] = another dose, or the depositor's remark. Unless noted, calls come from the whole dose curve; as a rule, active = well fitted curve in the direction sought with a large enough effect; inconclusive = small, poorly fitted or top-dose-only effect, or another doubt; inactive = no such curve, though single readings can be large; an effect the other way counts as inactive or inconclusive. Only part of the results is shown, so the mix of outcomes need not match the whole.

SMILES	Nrf2 inh	A549 tox	EPAC2 agonist	Akt phos inh	Mm-Cpn inhibitor	Nrf2 activator	EPAC2 antagonist	TGFb SMAD3 inh	CCT modulator
CCOC(=O)C1(Cc2cccc(Cl)c2)CCCN(C(=O)c2cc(C)[nH]n2)C1 (stereo not given)	-7%	1%	-9%	i	3%	3.3%	-4%	-9%	2.7
COC(C[C@H]1O[C@H]1C(=O)[C@H](C)OCc1ccccc1)OC	-14%	-2%	11%	i	/	4.1%	13%	-5%	-0.4
COc1ccccc1-n1cnc2cc(C(=O)N3CCOCC3)ccc21	18%	6%	4%	i	3%	-0.4%	-1%	-14%	-2.8
Cc1ccc(C)c(N(C)C(=O)c2cn(C)c(=O)c3ccccc23)c1	0%[9.27 µM]	0%	/	/	/	4.2%	/	-27%	/
CC1CN(CCOCCOc2ccccc2-c2ccccc2)CC(C)O1 (stereo not given)	5%	-2%	0%	i	-2%	0.5%	3%	-15%	-21
COc1ccc(C(C)(NC(C)=O)c2nc(-c3cccc(C#N)c3)cs2)cc1 (stereo not given)	/	/	7%	i	/	-1.3%	?	-7%	0.7
CCC1(CC)NC(=O)N(CC(=O)N2CCN(c3ccccc3F)CC2)C1=O	5%	-3%	-3%	i	1%	0.3%	-13%	-28%	2.7
COc1cccc(CNC(=O)CCS(=O)(=O)Cc2ccc(C)cc2)c1	4%	-2%	-1%	i	2%	0.3%	1%	-15%	1.3
Cc1cc(=O)oc2c(C)c(OC(C)C(=O)NC(Cc3c[nH]c4ccc(O)cc34)C(=O)O)ccc12 (stereo not given)	3%	10%	2%	i	0%	0.5%	-21%	26%	-4.7
CN(CC(CC(=O)Nc1nncs1)c1ccccc1)S(=O)(=O)c1ccc(Br)cc1 (stereo not given)	?	-8%	5%	i	0%	0.3%	?	17%	-0.2
CC(=O)Oc1c(C)c(C)c2c(c1C)CCC(C)(CCCC(C)CCCC(C)CCCC(C)C)O2 (stereo not given)	-17%	7%	-7%	i	2%	3.1%	-14%	9%	-0.2
C=CCN([C@H](C(=O)OC)C(C)C)S(=O)(=O)CCNCc1ccccc1	-6%	0%	-4%	i	/	0.5%	-4%	?	-0.3
CCOc1ccc(NC(=O)CN(c2ccc(C)cc2)S(=O)(=O)c2c(C)nn(C)c2C)cc1	-4%	-3%	2%	/	3%	0.9%	1%	5%	-11
COc1cc(C(=O)NC2CCN(Cc3ccccc3)CC2)cc(Cl)c1OC	-16%	-10%	-3%	i	-1%	5.3%	-9%	-7%	-5.8
COc1ccc(N2CCN(C(=O)c3ccccc3NC(=O)c3ccccc3)CC2)cc1	-1%	-1%	5%	i	-3%	-0.9%	1%	?	-1.1
O=C(CSc1ccc(-c2ccccc2)nn1)N1CCN(c2ccccc2)CC1	-16%	14%	-7%	i	-1%	-0.9%	0%	?	-1.1
CN(C)C(=O)CCc1ccc2c3c([nH]c2c1)[C@]1(CCC2CCCC2)[C@@H](C(=O)N2CCOCC2)C[C@H](CC(=O)NC(C)(C)C)C(=O)N1CC3	-2%	-10%	3%	i	-1%	-0.7%	16%	-17%	-2.8
COc1ccccc1NS(=O)(=O)c1ccc(Br)s1	4%	/	13%	i	0%	-0.5%	0%	-9%	-3.0
COc1ccc(CNC(=O)C[C@H]2C[C@H](C(=O)N3CCCCC3)[C@@]3(CCc4ccccc4)c4[nH]c5cc(-c6ccco6)ccc5c4CCN3C2=O)cc1OC	?	-13%	2%	i	-12%	0.6%	3%	?	-2.6
O=C(NCC1CCCN(C(=O)Cc2ccccc2Cl)C1)c1ccc(F)cc1 (stereo not given)	10%	7%	5%	i	0%	0.1%	-6%	-5%	-1.4
Cc1cc(C)cc(NC(=O)CCCc2nc(-c3ccccc3Cl)no2)c1	-6%	-8%	/	/	/	0.4%	/	-2%	/
c1ccc(-n2ncc3c(N4CCCCC4)ncnc32)cc1	/	5%	15%	i	0%	-4.5%	-2%	-4%	-5.0
CCOC(=O)C1=C[C@]2(CC)CCCN3CCc4c(n1c1ccccc41)[C@@H]32	5%	1%	12%	i	0%	-1.0%	-18%	3%	0.3
C/C(=N\NC(=O)C1COc2ccccc2O1)c1cc2ccccc2o1 (stereo not given)	-2%	-5%	-1%	i	2%	-0.6%	-5%	-13%	1.1
COc1cc(Cl)c(C)cc1NC(=O)COC(=O)c1ccc(CN2CCCC2=O)cc1	6%	-1%	2%	i	1%	0.0%	-6%	2%	0.2
O=C(N1CCCCC1)N1CCN(S(=O)(=O)c2cccc([N+](=O)[O-])c2)CC1	-25%	14%	9%	/	-1%	-0.7%	8%	-18%	0.1
CCn1c2ccccc2c2nnc(SCC(=O)Nc3ncccn3)nc21	-1%	-10%	-9%	i	0%	-0.1%	8%[57.1 µM]	-5%	-0.5
CCOC(=O)C1C(=O)CC(C)(O)C(C(=O)OCC)C1c1ccc(OC)cc1 (stereo not given)	10%	-6%	-10%	i	/	-0.2%	13%	?	-32*
Cc1c(Cl)cccc1NC(=O)CSc1ccc(-c2cccnc2)nn1	-11%	0%	0%	i	0%	0.4%	1%	-17%	-2.3
Nc1c(C(=O)N2CCOCC2)sc2nc3c(cc12)CCCC3	4%	-5%	4%	i	0%	-1.7%	2%	4%	-0.1
O=C(CSC1=NS(=O)(=O)c2cc(F)ccc2N1)NCc1ccc(F)cc1	-4%	2%	8%	i	-3%	0.1%	3%	-2%	-1.1
CC1C(=O)Nc2ccccc2N1C(=O)c1cccc(C(F)(F)F)c1 (stereo not given)	0%	0%	-5%	i	-6%	0.7%	3%	-19%	-0.3
Cc1ccc(-c2csc(NC(=O)c3cnccn3)n2)cc1C	15%	0%	-8%	i	-2%	-0.3%	11%	4%	1.7
CC[C@@]12C(=O)N(c3ccc(OC)cc3)C(=O)N1[C@H](c1cccc(C)c1)[C@@H]1C(=O)N(Cc3ccccc3)C(=O)[C@@H]12	5%	-5%	4%	i	-6%	-0.8%	-7%	?	-0.6
CCN1CCN(CC(=O)N2c3ccccc3CC2C)CC1 (stereo not given)	-3%	-15%	6%	i	-1%	-0.7%	13%	-11%	2.0
CCn1c(SCc2ccc(C(=O)OC)o2)nnc1-c1c[nH]c2ccccc12	-6%	-2%	11%	i	0%	-1.2%	9%	6%	-0.7
COC(=O)c1ccccc1OC(=O)c1cc[n+]([O-])cc1	3%	-3%	10%	i	4%	0.3%	6%	-3%	0.4
Cc1ccc2c(c1)N(CC(=O)Nc1c(C)cccc1C)C(=O)c1cccnc1O2	-10%	2%	-4%	i	-2%	0.0%	2%	16%	-5.2
Cc1ccccc1OCC(=O)Nc1ccc2c(c1)ncn2C	?	-2%	-4%	i	2%	-0.1%	10%	5%	-0.1
CCC(Sc1ncccn1)C(=O)Nc1cc(C)on1 (stereo not given)	3%	-1%	6%	i	0%	0.9%	-3%	0%	-2.3
CCOC(=O)c1c(C)[nH]c(C(=O)NCc2ccccn2)c1C	?	-4%	-1%	i	0%	2.3%	7%	3%	-3.0
COc1ccccc1/C=C/c1nc(S(=O)(=O)c2ccccc2)c(N(C)C)o1	?	-1%	2%	i	1%	3.6%	1%	2%	1.3
Nc1cc(=O)c2[nH]cnc2[nH]1	/	/	-2%	i	/	-0.3%	-12%	-21%	0.5
Cc1c(C)n(CCCN(C)C)c2ncnc(Nc3ccc(F)cc3)c12	?	19%	5%	i	0%	7.2%	7%	12%	-5.0
CCCNC(=O)NC(=O)COC(=O)CNS(=O)(=O)/C=C/c1ccccc1	10%	2%	4%	i	2%	0.2%	8%	4%	-3.0
Cc1cccc(CCNC(=O)CN(C)S(=O)(=O)c2ccc3c(c2)c(=O)n(C)c(=O)n3C)c1	-22%	-1%	2%	i	-6%	-0.8%	2%	-3%	-0.9
Nc1ncnc2nc(SCC(=O)Nc3cccc(C(F)(F)F)c3)[nH]c12	?	-11%	1%	i	2%	0.6%	-3%	?	-2.5
Cc1ccc(CNC(=O)c2cc(C)nc3c2c(C)nn3-c2ccc(C)cc2)cc1	?	-2%	/	/	/	0.8%	/	0%	/
Fc1cccc(Cl)c1CNCc1ccccc1Cl	-8%	6%	5%	i	-1%	0.1%	-3%	28%	-3.6
O=C(CCCn1cnc([N+](=O)[O-])n1)Nc1ccc(Cl)c(Cl)c1	14%	-8%	4%	i	0%	-0.1%	-3%	?	-6.7
CC(=O)C1=C(O)C(=O)N(c2cccnc2)C1c1ccc(Cl)cc1 (stereo not given)	-3%	-1%	5%	i	-8%	-0.4%	12%	3%	0.6
CCOC(=O)N1CCN(c2c(N3CCN(c4cccc(C(F)(F)F)c4)CC3)c(=O)c2=O)CC1	-1%	-1%	4%	i	-5%	-0.6%	1%	-1%	-2.8
Cc1cc(=O)oc2cc(OCC(=O)N3CCC(C(N)=O)CC3)ccc12	0%	-8%	8%	i	-3%	-0.7%	-5%	-7%	0.3

Screens deposited in PubChem by National Center for Advancing Translational Sciences (NCATS).
